West Nile antiviral: West Nile virus antiviral activity, cell-based, CPE readout (AID 1621); West Nile virus-infected cells, CPE inhibition; higher % means a stronger effect; CPE inhibition, % at 10 µM, or IC50 in µM where a hit was titrated; 290,000 tested, 0.02% active; in the data active means a potency from the dose series; inconclusive means CPE inhibition mostly from about 3.7% at the one dose, without a potency; inactive means the rest, 99 in 100 with CPE inhibition below about 2.2%; further: strong numbers were not always called active
human PMI inhibitors: human PMI inhibitors, high substrate, primary screen, biochemical, fluorescence intensity, high mannose 6-phosphate (AID 1220). 190,000 tested, 0.66% active. one-dose inhibition, % at 20 µM; IC50 in µM for titrated hits. recombinant PMI enzyme, coupled fluorescence intensity; higher % means a stronger effect
M17LAP inhibition: P. falciparum M17LAP inhibitors, primary screen, biochemical, fluorogenic H-Leu-NHMec substrate, 1536-well (AID 1619); recombinant M17LAP, H-Leu-NHMec fluorogenic kinetic assay; higher % means a stronger effect; one-dose inhibition, % at 30 µM; IC50 in µM for titrated hits; 220,000 tested, 0.38% active;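 active means compound inhibiting the enzyme by more than half at any dose during confirmatory dose-response retesting; inconclusive means strong single-dose inhibitors picked by rank but not retested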;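 further: plate controls were full reaction with DMSO carrier for no effect and no enzyme background for full effect; strong numbers were not always called active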
TNAP activation fold: human TNAP enzyme activators, primary screen, biochemical, luminescent, no phosphate acceptor, uHTS (AID 1001); purified TNAP, luminescent activation assay, no phosphate acceptor; higher activation fold means a stronger effect; one-dose activation fold at 20 µM; EC50 in µM for titrated hits; 200,000 tested, 0.03% active; in the data active means activation fold from about 3, or a potency from the dose series; inactive means the rest, 99 in 100 with activation fold below about 1.6; further: many of its hits are not listed in these tables
P. falciparum M1AAP: P. falciparum M1AAP inhibitors, biochemical, fluorogenic H-Leu-NHMec substrate, 1536-well (AID 1445) | recombinant M1AAP, H-Leu-NHMec fluorogenic kinetic assay; higher % means a stronger effect | one-dose inhibition, % at 30 µM; IC50 in µM for titrated hits | 220,000 tested, 0.42% active;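 active means primary inhibition above the hit cutoff, then over 50% inhibition at one or more dose response concentrations, cut at about 23% in these data, passing the limit was not always enough; inconclusive means conflicting primary data, or primary hits not chosen for dose response; inactive means low primary inhibition, or under 50% at every dose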;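 further: plate controls were DMSO full reaction for no effect and no enzyme background for full effect; strong numbers were not always called active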
UTI89 phage lysis: protection from phage-mediated lysis, alamar blue read-out – E. coli UTI89, K1F phage, bacterial capsule biogenesis inhibitors (AID 488966); E. coli UTI89 K1F phage lysis, alamar blue, 2 h; higher % means a stronger effect; one-dose inhibition, % at 100 µM; IC50 in µM for titrated hits; 340,000 tested, 0.02% active;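 active means phage lysis inhibition, versus mean bacterial control, above a set limit; inconclusive means no clear call, values can overlap the other calls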;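 further: capsule biogenesis inhibitors block K1F phage lysis so surviving cells raise fluorescence; higher fluorescence means more inhibition of phage lysis; actives were called in the ten point dose series up to 300 µM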
T cell modulator: modulates CD8 T cell binding to vesicles; 330,000 tested, 0.068% active; 2C CD8+ T cell-vesicle binding, flow cytometry; active compounds read low; calls only at 7 µM; AID 2052;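 active means response, share of CD8 T cells binding vesicles, and their 90th percentile fluorescence all below set limits, cut at about 80% in these data, passing the limit was not always enough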
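Also added: QL9-peptide-loaded Drosophila micro-vesicles bearing Ld, ICAM-1 and B7-1; Test system: purified 2C TCR transgenic mouse naive CD8+ T cells; Measured by: cytometric PE anti-B7-1 and Alexa647 anti-CD8 signals after 1% paraformaldehyde fixation; Timing: binding step 1.5 h, 37 °C, antibody labelling 20 min, ice.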
PMI inhibitors: inhibitors of human PMI, primary screen, biochemical, fluorescence intensity, coupled assay (AID 1209); one-dose inhibition, % at 20 µM; IC50 in µM for titrated hits; 190,000 tested, 0.42% active; purified PMI enzyme, coupled fluorescence intensity; higher % means a stronger effect;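 further: plate controls were DMSO vehicle for no effect and wells lacking substrate for full effect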
RSV antiviral HEp-2: RSV antiviral activity via CPE protection, HEp-2 cells, primary 10 µM value included (AID 2391); HEp-2 cells, RSV-induced CPE inhibition; higher % means a stronger effect; CPE inhibition, % at 10 µM, or IC50 in µM where a hit was titrated; 310,000 tested, 0.13% active; in the data active means a potency from the dose series; inconclusive means CPE inhibition mostly from about 23% at the one dose, without a potency; inactive means the rest, 99 in 100 with CPE inhibition below about 21%; further: strong numbers were not always called active
T cell modulator vesicle-bound %: also measured in T cell modulator; calls as there; double positive events, %; measured here: CD8+ vesicle-bound cell fraction;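 binding gate set so that unloaded-vesicle control wells show 10% double positive cells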
Numbers without * were called inactive; i = inactive; ? = inconclusive; nt = no result given; [ ] = another dose, or the depositor's remark. Unless noted, no stated cut-off is given here; in the data, active means inhibition above about 50%; inactive means the rest.

SMILES	West Nile antiviral	human PMI inhibitors	M17LAP inhibition	TNAP activation fold	P. falciparum M1AAP	UTI89 phage lysis	T cell modulator	T cell modulator vesicle-bound %	PMI inhibitors	RSV antiviral HEp-2
COc1ccc(CN2C(=O)NC(=O)/C(=C\c3cccc(OC)c3OC)C2=O)cc1	-0.1%	-7%	19%	1.1	5%	nt	i	48	-5%	-1.7%
CCCCC(=O)N/N=C/c1c(O)n(Cc2ccco2)c(=O)[nH]c1=O	0.1%	-16%	39%	0.3	?	1.6%	i	46	15%	1.6%
CC(=O)OC1(c2ccccc2)CCN(C2CCCCC2)CC1C (stereo not given)	-0.4%	-1%	4%	1.1	3%	-0.3%	i	56	1%	-0.1%
N#CCCn1cc(C(=O)Nc2ccccc2Cl)c(-c2ccc(F)cc2)n1	-0.8%	nt	nt	nt	nt	0.3%	i	53	nt	3.7%
CCc1ccccc1NC(=O)CNC1CCCCC1	-0.8%	-6%	-6%	1	-1%	-1.2%	i	24	-5%	-2.0%
O=C(c1ccccc1F)c1cn(CC(=O)N2CCCC2)c2ccccc12	1.3%	-13%	12%	1	17%	-1.0%	i	49	0%	0.2%
O=c1[nH]c(O)c(C=Nc2cc(F)cc(F)c2)c(=O)[nH]1	-1.2%	nt	nt	nt	nt	0.1%	i	46	nt	1.3%
Cc1nn(Cc2c(Cl)cccc2Cl)c(Cl)c1C(=O)O	1.3%	-11%	-6%	1.1	1%	0.0%	i	3	-15%	2.3%
CSCc1nnc2n1-c1ccc(Cl)cc1C(c1ccccc1)=NC2	-1.3%	-11%	3%	1.2	6%	0.5%[50 µM]	i	21	-12%	4.6%
CCCCn1c(=O)c(C(=O)Nc2ccccc2S(N)(=O)=O)c(O)c2ccccc21	-1.4%	3%	-8%	1.1	7%	1.3%	i	42	3%	-2.4%
COc1ccccc1N1CCN(Cc2ccc(SC)cc2)CC1	-0.8%	nt	nt	nt	nt	-1.6%	i	38	nt	18%
O=C(C1CCN(S(=O)(=O)c2ccccc2)CC1)N1CCC2(CC1)OCCO2	0.1%	6%	21%	1.1	16%	2.3%	i	31	13%	0.6%
COc1cccc(C2(O)CCN(Cc3ccncc3)CC2)c1	0.4%	nt	15%	1.1	1%	0.3%	i	57	nt	0.1%
Cn1c(O)c(/C=N/N2CCOCC2)c(=O)n(C)c1=S	0.5%	nt	10%	nt	13%	0.5%	i	12	nt	10%
CCOC(=O)CNC(=O)CSP(=S)(OCC)OCC	0.4%	-2%	-4%	1.1	-3%	0.7%	i	30	-2%	3.0%
CCCCc1ccc2[nH]cc(CCN)c2c1	-0.6%	-9%	12%	1.1	1%	?	i	27	2%	-2.2%
CN(C)c1ccc(C(=O)N/N=C/C23CC[C@@H](O)CC2(O)CC[C@@H]2[C@@H]3CCC3(C)C(C4=CC(=O)OC4)CCC23O)cc1 (stereo not given in full)	17%	nt	20%	nt	3%	0.3%	i	46	nt	7.5%
Cc1ccccc1NC1(C#N)CCCCC1	0.4%	-1%	-2%	1.2	10%	8.9%	i	17	-4%	2.0%
c1ccc(-c2nnc(C3CC(c4cccnc4)=NO3)o2)cc1 (stereo not given)	0.3%	nt	-15%	nt	-1%	0.8%	i	6	nt	2.3%
Cc1ccc2c(c1)cc1c(=O)n(CC(=O)N3CCC4(CC3)OCCO4)nc(C)n12	-0.2%	nt	nt	nt	nt	0.2%	i	39	nt	2.0%
Cn1c(O)c(C(=N)COc2ccccc2)c(=O)n(C)c1=O	-0.2%	-1%	-6%	1.1	-2%	-1.4%	i	37	1%	0.5%
CC(C)C(=O)Nc1ccc(N2CCN(C)CC2)c(F)c1	-0.1%	5%	-6%	1.1	-1%	0.5%	i	44	10%	-0.6%
O=c1[nH]c(=O)n(C2CCCCCC2)c(O)c1C=NCc1cccnc1	0.4%	nt	6%	nt	-2%	-0.4%	i	23	nt	3.8%
CCOCCCNC(=O)CN1C2CCC1CC(O)(c1ccc(OC)cc1)C2 (stereo not given)	-0.1%	19%	-5%	1.1	-1%	0.8%	i	11	15%	1.4%
O=CC(Cl)P(=O)(N1CCCCC1)N1CCCCC1 (stereo not given)	0.2%	-6%	7%	1.1	7%	-0.3%	i	37	-4%	0.2%
COc1ccccc1-n1c(-c2ccoc2)nc2ccccc2c1=O	0.1%	2%	3%	1.1	7%	0.3%	i	5	-8%	2.3%
CC(C)C(=O)Nc1ccc(S(=O)(=O)N2CC3CC(C2)c2cccc(=O)n2C3)cc1 (stereo not given)	0.5%	-8%	6%	1.2	-1%	0.6%	i	48	-7%	0.0%
CSc1ncc(/C=C2/C(=O)NC(=O)N(C)C2=O)cn1	nt	-9%	3%	1.1	6%	4.2%[50 µM]	i	33	0%	1.7%
O=C1NC(=O)N(Cc2ccco2)C(=O)/C1=C\c1ccc(-c2ccc(F)cc2)o1	0.3%	nt	14%	nt	11%	nt	i	16	nt	2.0%
O=C(O)c1ccc(/C=C/c2nc3ccccc3c(=O)n2-c2ccc(Br)cc2)cc1	0.6%	nt	nt	nt	nt	-0.2%	i	38	nt	?
CC12CCC(=O)C=C1CCC1C2CCC2(C)C(O)CCC12 (stereo not given)	-0.6%	-1%	2%	1.1	0%	0.1%	i	21	-6%	-1.7%
CN1CCN(CCOC2c3ccccc3CSc3ccc(Cl)cc32)CC1 (stereo not given)	2.6%	1%	4%	1	2%	0.7%	i	52	-1%	-1.1%
O=C(Nc1ccncc1)c1cccn(Cc2ccccc2)c1=O	-2.1%	-5%	-4%	1.2	8%	0.1%	i	42	-6%	-0.6%
C=CCNC(=S)Nc1ccc(OC(=O)Nc2ccc(Cl)c(Cl)c2)cc1	-0.6%	nt	-1%	nt	8%	0.6%	nt	nt	nt	nt
NC(=O)CSP(=O)(c1ccccc1)c1ccccc1	0.3%	4%	-7%	1.7	11%	9.9%	i	44	14%	-0.4%
CC(=NCc1ccc2c(c1)OCO2)c1c(O)n(Cc2ccccc2)c(=O)[nH]c1=O	-0.4%	nt	0%	nt	2%	-0.5%	i	19	nt	3.9%
O=C(COc1ccccc1)NCCc1cnc[nH]1	-0.3%	nt	nt	nt	nt	1.6%[50 µM]	i	45	nt	0.9%
NNC(=O)c1ccc(Cl)cc1	0.6%	-1%	-1%	1.1	-2%	0.2%	i	27	2%	0.8%
CC(C)CC(=O)NC(Oc1ccc(Cl)cc1)C(Cl)(Cl)Cl (stereo not given)	-0.4%	15%	-10%	1.1	-3%	-0.6%	i	37	16%	1.4%
CCCOC(=O)COc1cc(C)cc2oc(=O)c3c(c12)CCC3	0.2%	-3%	-13%	1.1	1%	-0.1%	i	18	-2%	-0.4%
O=C(c1cccnc1)C1CCCN(Cc2nc(-c3cnccn3)no2)C1 (stereo not given)	-0.1%	nt	3%	nt	-9%	-0.3%	i	27	nt	0.9%
COc1ccccc1N1CCN(Cc2c(F)cccc2F)CC1	-0.2%	-3%	0%	1	-1%	6.0%	nt	nt	4%	-0.2%
CCCCCOc1ccc(C)cc1CN(CCCl)CCCl	-0.7%	nt	-5%	nt	6%	nt	i	58	nt	-2.1%
CCCCn1c(O)c(C(C)=NCc2cc(OC)cc(OC)c2)c(=O)[nH]c1=O	0.1%	16%	5%	1	6%	-0.7%	i	23	16%	3.7%
COc1ccccc1N1C(=O)NC(=O)C(CCc2ccncc2)(CCc2ccncc2)C1=O	-0.2%	-5%	32%	1.1	-1%	0.3%	i	46	-3%	-1.1%
O=C(N/N=C/C1C(=O)NC(=S)N(c2ccccc2)C1=O)c1cc(Br)c(O)c(Br)c1 (stereo not given)	0.2%	-67%	53%	0.3	21%	0.6%	i	51	-20%	1.3%
c1ccc(CN2CCN(Cc3ccc4ccccc4c3)CC2)cc1	-0.7%	nt	nt	nt	nt	-0.1%	i	7	nt	-1.0%
CCC(CO)NC(=O)C1C=C2c3cccc4[nH]cc(c34)CC2N(C)C1 (stereo not given)	0.4%	nt	-21%	nt	3%	-2.4%	i	15	nt	0.3%
O=C1NC(=S)N(c2ccccc2)C(=O)/C1=C/c1ccco1	-0.7%	nt	nt	nt	nt	0.0%	i	44	nt	-0.5%
COc1cc2c(cc1OC)CN(c1ccc([N+](=O)[O-])c(C(F)(F)F)c1)CC2	-1.6%	4%	-3%	1.4	1%	4.3%	i	22	5%	6.4%

Reprinted at random: four entries already listed, in no set order.
SMILES	West Nile antiviral	human PMI inhibitors	M17LAP inhibition	TNAP activation fold	P. falciparum M1AAP	UTI89 phage lysis	T cell modulator	T cell modulator vesicle-bound %	PMI inhibitors	RSV antiviral HEp-2
NC(=O)CSP(=O)(c1ccccc1)c1ccccc1	0.3%	4%	-7%	1.7	11%	9.9%	i	44	14%	-0.4%
CC(=O)OC1(c2ccccc2)CCN(C2CCCCC2)CC1C (stereo not given)	-0.4%	-1%	4%	1.1	3%	-0.3%	i	56	1%	-0.1%
CCCOC(=O)COc1cc(C)cc2oc(=O)c3c(c12)CCC3	0.2%	-3%	-13%	1.1	1%	-0.1%	i	18	-2%	-0.4%
COc1ccc(CN2C(=O)NC(=O)/C(=C\c3cccc(OC)c3OC)C2=O)cc1	-0.1%	-7%	19%	1.1	5%	nt	i	48	-5%	-1.7%

(more compounds)
SMILES	West Nile antiviral	human PMI inhibitors	M17LAP inhibition	TNAP activation fold	P. falciparum M1AAP	UTI89 phage lysis	T cell modulator	T cell modulator vesicle-bound %	PMI inhibitors	RSV antiviral HEp-2
CCOC(=O)C1=C(N)OC2=C(C(=O)CCC2)C12C(=O)N(C)c1ccccc12 (stereo not given)	0.1%	nt	-10%	nt	0%	1.1%	i	34	nt	nt
CCOc1cc2c(cc1OCC)-n1cccc1C(c1ccccc1O)NC2 (stereo not given)	-1.3%	nt	nt	nt	nt	0.3%	i	38	nt	-1.1%
CC(C)n1c(O)c(C=NCc2ccccc2)c(=O)[nH]c1=S	0.0%	nt	1%	nt	8%	-0.5%	i	29	nt	nt
Cn1nnc(CC[N+](C)(C)C)n1	0.1%	nt	-19%	nt	-9%	nt	i	34	nt	2.8%
Nc1ccc(N=Nc2ccccc2)cc1	-0.5%	1%	28%	0.9	5%	0.0%	i	16	0%	-0.4%
Cn1c(O)c(C=NCCN2CCOCC2)c(=O)[nH]c1=S	0.2%	nt	17%	nt	10%	-0.6%	i	33	nt	4.5%

High-throughput results (PubChem)

The list is partial. The share of hits here may be higher or lower than overall.
